FBW7 activator = FBW7 E3 ligase activators, primary screen, biochemical, AlphaScreen, human | AlphaScreen FBW7–phospho-cyclin E peptide binding, activator screen | normalized activity (activation), % at 26.1 µM | F-box/WD repeat-containing protein 7 (Homo sapiens), Q969H0 | 650,000 compounds, 0.13% hits; in the data active means normalized activity above about 1.9%;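 further: purified mutant Fbw7 with reduced substrate affinity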
TEAD-YAP block = TEAD-YAP interaction inhibition, primary screen, TEAD-YAP interaction inhibitor project, luminescence, HEK-TIYL cells. inhibition, % at 9.12 µM. TEAD-Gal4/YAP UAS-luciferase luminescence. 640,000 compounds, 1.4% hits; in the data active means inhibition above about 32%;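 further: 0% = median of test compound wells and 100% = reference inhibitor wells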
MITF inh = MITF inhibitors, primary screen, biochemical, AlphaScreen, human; 650,000 compounds, 0.91% hits; inhibition, % at 2.6 µM; Microphthalmia-associated transcription factor (Homo sapiens), O75030; AlphaScreen MITF homodimerization, bead proximity signal; in the data active means inhibition above about 50%;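 further: 0% = vehicle wells with protein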
Target sequence (O75030 whole entry, looked up): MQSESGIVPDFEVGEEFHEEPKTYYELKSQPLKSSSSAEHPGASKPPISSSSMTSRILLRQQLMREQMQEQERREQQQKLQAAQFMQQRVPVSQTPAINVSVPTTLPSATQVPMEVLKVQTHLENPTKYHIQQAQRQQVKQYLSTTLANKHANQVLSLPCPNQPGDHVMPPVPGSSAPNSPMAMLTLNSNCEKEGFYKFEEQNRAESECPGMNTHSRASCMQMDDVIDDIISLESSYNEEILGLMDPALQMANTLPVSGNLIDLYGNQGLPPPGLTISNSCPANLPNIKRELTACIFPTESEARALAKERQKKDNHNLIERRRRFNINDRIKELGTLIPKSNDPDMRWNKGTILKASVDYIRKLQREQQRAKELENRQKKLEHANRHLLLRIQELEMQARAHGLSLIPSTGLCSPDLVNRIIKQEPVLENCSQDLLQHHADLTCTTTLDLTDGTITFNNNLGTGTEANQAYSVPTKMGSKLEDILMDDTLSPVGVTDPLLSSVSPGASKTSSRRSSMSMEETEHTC
GPR151 ag = activators of human GPR151, primary screen, cell-based, PathHunter beta-arrestin, luminescence | 650,000 compounds, 1% hits | PathHunter beta-arrestin GPR151 cells | G-protein coupled receptor 151 (Homo sapiens), Q8TDV0 | activation, % at 11.2 µM; in the data active means activation above about 4.9%;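 further: 0% = median of compound wells and 100% = cells with positive control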
Target sequence (Q8TDV0 whole entry, looked up): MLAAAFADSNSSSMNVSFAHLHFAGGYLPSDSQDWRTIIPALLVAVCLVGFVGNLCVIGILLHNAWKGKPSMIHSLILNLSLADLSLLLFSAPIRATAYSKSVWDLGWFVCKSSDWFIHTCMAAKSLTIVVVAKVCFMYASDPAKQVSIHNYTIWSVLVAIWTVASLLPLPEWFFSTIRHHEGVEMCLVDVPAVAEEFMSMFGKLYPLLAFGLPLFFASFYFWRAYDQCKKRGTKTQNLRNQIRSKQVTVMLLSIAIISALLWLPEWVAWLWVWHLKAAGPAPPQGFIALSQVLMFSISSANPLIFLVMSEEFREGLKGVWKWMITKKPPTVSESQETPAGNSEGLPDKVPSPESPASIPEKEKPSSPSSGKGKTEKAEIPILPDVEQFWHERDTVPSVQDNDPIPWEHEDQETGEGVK
* = called active by the depositor.

SMILES,TEAD-YAP block,FBW7 activator,GPR151 ag,MITF inh
CCOC(=O)C1=C(C)NC(=S)NC1c1cccc([N+](=O)[O-])c1 (stereo not drawn),8,0.1,-0.9,1
Cc1ccc(NC(=O)Cn2c(-c3ccccc3F)nc3ccccc3c2=O)cc1,2,-0.1,-1.2,12
Cc1ccc2c(c1)CN(CC(=O)NCC1CCN(Cc3ccccc3)C1)CC(C)O2 (stereo not drawn),9,0.2,0.0,8
O=c1c2c3c(sc2[nH]c(=S)n1-c1ccccc1)CCC3,0,1.5,0.8,11
CCN1/C(=N\N)c2cccc3cccc1c23,8,0.1,-1.0,23
O=C(c1c[nH]c2ccccc12)C(O)c1ccccc1 (stereo not drawn),2,0.0,0.4,1
CCOP(=O)(OCC)c1nc(-c2ccco2)oc1NCc1ccc(OC)cc1,1,0.0,0.2,1
Cc1ccc(C(=O)NC(C)c2ccccc2)cc1C (stereo not drawn),10,0.8,-1.8,9
CCOC(=O)c1ccc(NC(=O)CN2CCN(C)CC2)cc1,-2,0.0,1.1,3
CCn1c(SCC(=O)NC(N)=O)nnc1-c1cccs1,-3,-0.3,-0.6,8
COc1ccccc1-c1csc(NC(=O)c2ccc(C(C)=O)cc2)n1,-4,0.0,2.5,2
Clc1cccc(CNc2ccc3ncc(-c4ccco4)n3n2)c1,5,0.1,-0.4,-12
Cc1ccc(C2=NNC(C(O)C(O)C(O)C(C)O)S2)cc1 (stereo not drawn),-42,0.1,-0.1,-16
O=[N+]([O-])c1ccc(C2=Nc3ccccc3C(c3ccccc3)(c3ccccc3)O2)cc1,-6,-0.1,-1.2,-4
Cc1cnc(Nc2ccc3ncccc3c2)nc1NCCN(C(C)C)C(C)C,4,0.2,5.4*,-4
COCCNC(=O)C1c2cc(OC)c(OC)cc2C(=O)N2CCc3ccccc3C12 (stereo not drawn),0,1.0,-1.1,19
CC(C)CNC(=S)NC(=O)c1ccccc1Br,-10,0.0,3.4,1
c1ccc(COc2cccc(CN3CCCC(N4CCOCC4)C3)c2)cc1 (stereo not drawn),-2,-0.1,0.6,11
CC(=O)Nc1ccc(Oc2nnc(-c3ccc(Cl)cc3)c3ccccc23)cc1,-1,0.4,-0.7,7
C=CCNC(=O)CSc1nc(O)cc(=O)[nH]1,9,-0.2,-0.4,2
CC(=O)O/N=C(/c1nonc1N)N1CCN(c2ccc([N+](=O)[O-])cc2Cl)CC1,-4,-0.1,1.4,-2
Cc1cccc(CN2CCc3c(nc(N4CC(C)OC(C)C4)[nH]c3=O)C2)n1 (stereo not drawn),7,0.1,0.7,12
CCOc1ccc(-c2nn(CN3CCCC3)c(=S)o2)cc1,-4,-0.2,0.0,2
CC(Nc1ccc(-c2ccc(O)cc2)cn1)c1ccccc1 (stereo not drawn),-96,-0.3,-0.6,7
OCCCNC(=S)Nc1ccc(OC(F)F)cc1,-3,0.0,2.6,7

Only TEAD-YAP block, for 2 of the compounds above:
| molecule | TEAD-YAP block |
| --- | --- |
| Cc1cccc(CN2CCc3c(nc(N4CC(C)OC(C)C4)[nH]c3=O)C2)n1 (stereo not drawn) | 7 |
| CCOc1ccc(-c2nn(CN3CCCC3)c(=S)o2)cc1 | -4 |

Remaining list, next part:
SMILES,TEAD-YAP block,FBW7 activator,GPR151 ag,MITF inh
O=C1N[C@H](Cc2ccc(O)cc2)C(=O)N2C[C@@H](NCc3ccc4ncccc4c3)C[C@@H]12,4,0.0,0.8,-2
COc1cc(Nc2nc(NCc3ccccc3)c3ncn(C(C)C)c3n2)cc(OC)c1OC,2,-0.1,-1.6,-13
Cc1nc2ccccc2c2oc(C(=O)NCCCOC(C)C)cc12,14,-0.2,0.7,-4
c1cc(Nc2ccc(N3CCOCC3)cc2)nc(NCCN2CCOCC2)n1,14,-0.2,3.0,9
N#C/C(=C\c1ccc(OCc2c(F)cccc2Cl)cc1)c1nn(-c2ccccc2)c(N)c1C#N,2,-0.2,1.0,-2
COc1ccc(-c2ccc(/C=C/C(=O)c3ccccc3)o2)cc1,0,0.3,-0.1,10
C=CCOC(=O)C1=C(C)NC(=O)NC1c1cccc([N+](=O)[O-])c1 (stereo not drawn),7,0.1,-1.3,14
Cn1c(=O)oc2cc(S(=O)(=O)N3CCC(C(=O)NCc4ccc(F)cc4)CC3)ccc21,-3,-0.1,-2.1,-2
CC(C)Sc1cc(NCCCO)c([N+](=O)[O-])c2nonc12,-18,-0.1,0.3,4
CCOC(=O)c1cccc(NC2=NC3(CCCCC3)N=C(N)N2)c1,4,-0.1,-0.2,8
Cn1c(Nc2nc(NCCOc3ccccc3)c3ncn(Cc4ccc(C(F)(F)F)cc4)c3n2)nc2ccccc21,-4,-0.2,-0.4,3
Cc1ccc(-c2nnc(Nc3cccc(C(F)(F)F)c3)c3ccccc23)cc1S(=O)(=O)NC(C)(C)C,0,-0.1,-0.3,2
Cc1nn(C(=O)c2ccoc2C)c(N)c1-c1ccccc1,-43,-0.1,-1.0,-4
NC(=O)C1=C(N2CCOCC2)/C(=C\c2ccccc2)CC1,-7,-0.3,-2.6,4
C=CCOC(=O)C1=C(C)NC(SCC(=O)Nc2nccs2)=C(C#N)C1c1ccc(O)c(OC)c1 (stereo not drawn),0,-0.3,1.8,-10
CCCCc1ncc(CN2Cc3ccccc3OC(C)C2)[nH]1 (stereo not drawn),-6,0.1,-0.1,3
CCCC1Cc2[nH]c(=O)c(C#N)cc2CO1 (stereo not drawn),1,-0.1,1.0,4
CCCOc1ccc(-c2cc(C(=O)Nc3sc4c(c3C(=O)OCC)CCCCC4)c3ccccc3n2)cc1,-6,0.0,-1.1,4
Cc1c(C)n2c3c(=O)n(C)c(=O)n(C)c3nc2n1CCC(C)C,7,-0.5,0.8,6
CCC(=O)c1ccc(Oc2ccc(-c3cnc4ccccc4n3)cc2[N+](=O)[O-])cc1,-7,0.0,0.3,-5
COc1ccc(-c2nnc3sc(NC(=O)COc4ccc(C)cc4)nn23)cc1OC,11,-0.1,-1.5,-5
CCCOc1cccc(C(=O)Nc2ccc3oc(-c4ccc(F)cc4)nc3c2)c1,-18,0.1,-0.2,10
COc1cc(/C=C2N=C(/C=C/c3cccc(Cl)c3Cl)OC/2=O)ccc1OC(C)=O,-2,0.1,-0.3,3
COCCNC(=S)N1CCC(NC(=O)c2cccc(OC)c2)CC1,3,0.0,1.7,-15
CCN(CC)c1ccc(NC(=O)c2cc3c(=O)n4cccc(C)c4nc3n2C)c(C)c1,2,0.3,-0.7,14
CCOC(=O)c1cccc(NC(=O)c2ccc3c(c2)C(=O)N(C2CCCCC2)C3=O)c1,-5,-0.3,-0.3,-4
COCCN1C(=O)c2oc3ccc(F)cc3c(=O)c2C1c1cccc(O)c1 (stereo not drawn),-4,-0.1,-0.6,13
O=C(Nc1ccc2c(c1)OCO2)c1cnn2c1NC(c1cccs1)CC2C(F)(F)F (stereo not drawn),-4,-0.2,2.0,1
CC(=O)Nc1ccc(S(=O)(=O)NCC(=O)OCC(=O)NNC(=O)c2ccccc2)cc1,-6,0.1,-0.9,2
CCCCCCSc1nc2c(c(=O)[nH]c(=O)n2C)n1CCCC,7,0.0,-0.4,4
CCOc1cc(C2NC(=O)NC(C)=C2C(=O)OC(C)C(C)(C)C)ccc1O (stereo not drawn),-7,0.1,1.0,8
COc1ccc(S(=O)(=O)NCCNc2ccc([N+](=O)[O-])cc2)cc1OC,2,0.3,-0.7,16
C=CCn1c(COc2ccccc2)nnc1SCC(=O)O,2,-0.1,0.1,-14
CO[C@H]1[C@H](NC(=O)c2ccccn2)c2ccccc2C12CCN(C(=O)c1cscn1)CC2,-25,0.9,0.2,12
CC(C)(C)C1(C)OC(=O)C(=CNc2ccccc2)C(=O)O1 (stereo not drawn),-7,0.0,-0.1,-9
O=C(CSc1nc2c(sc(=S)n2CCc2ccccc2)c(=O)n1Cc1ccco1)N1CCCC1,-5,-0.1,-0.4,16
Cc1ccc(C2CC(C(F)(F)F)n3ncc(C(=O)Nc4ccc(Cl)c(Cl)c4)c3N2)cc1 (stereo not drawn),-3,0.0,0.0,-5
O=C(NCc1ccc(C(=O)NC2CCCCCC2)cc1)c1ccc(Br)cc1,4,0.1,0.6,10
Cc1ccc(N(CN2C(=O)c3ccc([N+](=O)[O-])cc3C2=O)C(=O)c2ccccc2F)cc1,-43,0.1,-1.0,9
COc1ccc(S(=O)(=O)N2CCC(c3nnc(C4CC4)o3)CC2)cc1,-2,0.1,-1.1,10
COc1ccc(/C=C2\N=C(c3ccccc3Cl)OC2=O)cc1,4,-0.1,0.2,2
Cc1cc(-c2n[nH]c(=S)o2)c(C)n1-c1ccccc1,8,-0.3,-1.2,-7
O=C(COc1ccccc1)NNC(=O)c1ccccc1,-11,0.0,0.0,-2
COc1cc2nc(-n3nc(C)cc3C)n3nc(-c4cccnc4)nc3c2cc1OC,-13,-0.1,-2.3,-7
O=C(Nc1ccc(Oc2ccccc2)cc1)c1cc(Cl)ccc1[N+](=O)[O-],10,0.1,-0.3,6
CCN(c1ccccc1)S(=O)(=O)c1cc(C(=O)Nc2ccc(F)c(F)c2)ccc1F,5,0.1,0.0,15
C=CCNC(=O)c1c(NC(=O)c2ccccc2)sc2c1CCC(C(C)(C)C)C2 (stereo not drawn),6,0.0,-0.1,2
COCCCNC(=O)/C=C/c1ccc(Cl)cc1,-15,0.0,-0.8,-16
CCC(C)NC(=O)CSc1nc2ccsc2c(=O)n1CCCCCC(=O)NCc1ccc(C)cc1 (stereo not drawn),-10,0.0,0.4,14
COc1cc(/C=C2\C(=O)ON=C2c2ccccc2)cc(Br)c1O,-10,0.1,-1.5,17

Rewritten with values under each structure: part of the list above
Each structure is followed by: TEAD-YAP block	FBW7 activator	GPR151 ag	MITF inh
> CC(=O)Nc1ccc(S(=O)(=O)NCC(=O)OCC(=O)NNC(=O)c2ccccc2)cc1
 : -6	0.1	-0.9	2
> O=C(CSc1nc2c(sc(=S)n2CCc2ccccc2)c(=O)n1Cc1ccco1)N1CCCC1
 : -5	-0.1	-0.4	16
> Cc1ccc(C2CC(C(F)(F)F)n3ncc(C(=O)Nc4ccc(Cl)c(Cl)c4)c3N2)cc1 (stereo not drawn)
 : -3	0.0	0.0	-5
> COc1cc(/C=C2\C(=O)ON=C2c2ccccc2)cc(Br)c1O
 : -10	0.1	-1.5	17
> COCCCNC(=O)/C=C/c1ccc(Cl)cc1
 : -15	0.0	-0.8	-16

The listing continues:
SMILES,TEAD-YAP block,FBW7 activator,GPR151 ag,MITF inh
Cc1ccc(C(C)NC(=O)Cc2cccs2)cc1C (stereo not drawn),3,0.5,1.1,-3
CCOCCCNC(=O)Cc1ccc(OC)c(OC)c1,4,-0.1,-0.4,-8
O=C(N[C@H](Cc1ccccc1)c1nc(-c2ccncc2)n[nH]1)c1ccsc1,8,-0.3,0.4,3
COc1ccc(CCNC(=S)NNC(=O)Cc2ccc([N+](=O)[O-])cc2)cc1OC,-16,0.3,-1.0,10
COC(=O)c1ccc(COc2ccc(-c3nn[nH]n3)cc2)cc1,-2,0.1,0.5,11
COC(=O)C1=C(C)NC(=O)NC1c1ccc(Br)s1 (stereo not drawn),2,0.1,-1.4,7
Cc1cc(C(=O)N/N=C2\C(=O)c3cccc4cccc2c34)c(C)o1,2,0.1,0.5,0
O=C(CCN1CCN(c2ccccc2)CC1)N/N=C/c1ccccc1O,22,-0.8,0.9,-18
CCOc1cc(C2C(C#N)=C(N)Oc3n[nH]c(C)c32)ccc1OCc1ccccc1 (stereo not drawn),4,0.1,-0.8,-8
COc1ccc(CNc2nc3c(c(=O)n(C)c(=O)n3C)n2Cc2ccc(OC)cc2)cc1,8,-0.1,-0.3,-7
CCNC(=S)NCCNc1nc2ccc(OC)cc2cc1C#N,-10,-0.1,-0.2,-4
O=C(CC1(O)C(=O)Nc2ccc(Cl)cc21)c1ccc(F)cc1 (stereo not drawn),9,-0.1,-0.9,18
CCC(=O)N1CCc2cc(S(=O)(=O)NCCN3CCCCC3C)ccc21 (stereo not drawn),0,-0.1,-1.2,-4
O=C(c1ccccc1)c1ccc(-c2[nH]c(-c3cccc(Cl)c3)nc2-c2ccccc2)cc1,-12,0.2,-0.4,-15
Cc1ccc(OCCN(C)Cc2c(C(=O)N3CCCN(C)CC3)nc3sccn23)cc1,5,0.0,-1.6,13
CC(=O)c1cccc(NC(=O)c2cc(Cl)sc2Cl)c1,-12,0.0,-0.4,11
CCc1ccc(C2Nc3ccccc3NC3=C2C(=O)CC(c2ccc(OC)cc2)C3)cc1 (stereo not drawn),-5,-0.4,-1.9,6
O=C1N(CC(=O)N2CCc3ccccc32)CCN1Cc1ccc(Cl)cc1,20,0.5,-0.8,6
Cc1ccc2c(CSc3cccc[n+]3[O-])cc(=O)oc2c1,-4,0.0,0.6,1
CC(=O)c1cccc(NC(=O)c2cc3ccccc3oc2=O)c1,-36,0.0,1.3,3
Cc1nc(C)c(C(=O)Nc2ccc(Cl)cc2)s1,-57,0.1,-1.9,16

High-throughput results as filed in PubChem.

Random draw from the library. About 3.4% of those tested had a hit in this group.
